A549 viability: counter-screen for Nrf2 inhibitors: cytotoxicity in A549 cells; 0.16% of 390,000 active; A549 ARE-Fluc cells, CellTiter-Fluor viability, 18-24 h; Potency, µM (highest dose often 46 µM), for the others: at the highest dose activity change, negative = cytotoxicity, actives largely listed as inhibitors; further: potency means the concentration at half of the fitted maximal effect; on the % scale 0 is the no-effect control and ±100 the full control effect
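Cytotoxicity counterscreen: CellTiter-Fluor fluorescence was measured in A549 ARE_Fluc cells after 18-24 h of compound exposure in a concentration series. The subsequent BugLite luminescent read reports ARE-luciferase activity.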
EPAC2 antag: EPAC2 (human) antagonism | EPAC2 GEF exchange of Rap1B-BODIPY-GDP, fluorescence | Potency, µM (titrated, usually from 114 µM), for inactives: at the top dose activity, negative = inhibition, actives largely listed as inhibitors | 0.18% of 360,000 active; further: potency means the concentration at half of the fitted maximal effect; on the % scale 0 is the no-effect control and ±100 the full control effect; nearly all actives have a fitted effect of over 45% in size; many of its hits are not listed in these tables
Target sequence (Q8WZA2 whole entry, looked up): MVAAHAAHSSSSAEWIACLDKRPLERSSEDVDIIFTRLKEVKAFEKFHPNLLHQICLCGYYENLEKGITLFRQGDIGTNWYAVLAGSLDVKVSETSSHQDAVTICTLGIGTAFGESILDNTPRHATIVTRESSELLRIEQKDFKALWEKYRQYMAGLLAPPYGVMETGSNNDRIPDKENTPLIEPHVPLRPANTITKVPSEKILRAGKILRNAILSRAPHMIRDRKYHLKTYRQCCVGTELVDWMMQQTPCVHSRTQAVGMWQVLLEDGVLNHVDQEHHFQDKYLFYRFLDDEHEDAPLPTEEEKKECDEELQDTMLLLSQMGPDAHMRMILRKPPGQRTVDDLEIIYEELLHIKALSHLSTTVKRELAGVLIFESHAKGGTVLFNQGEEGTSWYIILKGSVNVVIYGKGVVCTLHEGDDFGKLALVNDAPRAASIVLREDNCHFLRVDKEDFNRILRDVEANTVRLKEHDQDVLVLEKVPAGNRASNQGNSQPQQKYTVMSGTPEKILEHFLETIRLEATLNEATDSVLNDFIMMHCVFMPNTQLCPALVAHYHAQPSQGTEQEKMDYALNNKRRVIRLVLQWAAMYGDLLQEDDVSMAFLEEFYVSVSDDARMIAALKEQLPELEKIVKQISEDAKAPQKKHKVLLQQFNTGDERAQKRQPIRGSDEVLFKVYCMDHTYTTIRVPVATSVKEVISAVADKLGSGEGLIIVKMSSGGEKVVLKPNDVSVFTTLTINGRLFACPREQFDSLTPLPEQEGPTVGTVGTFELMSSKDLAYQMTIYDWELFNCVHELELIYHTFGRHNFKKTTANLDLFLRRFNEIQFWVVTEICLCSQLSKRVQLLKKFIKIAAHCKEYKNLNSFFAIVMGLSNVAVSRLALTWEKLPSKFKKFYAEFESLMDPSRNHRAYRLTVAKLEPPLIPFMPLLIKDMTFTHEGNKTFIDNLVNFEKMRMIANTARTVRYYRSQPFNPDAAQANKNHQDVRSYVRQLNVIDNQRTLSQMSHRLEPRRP
Nrf2 block: Nrf2 pathway inhibition | Potency, µM (series often up to 46 µM), for inactives: at the highest dose activity change, negative = inhibition, usual class: inhibitors | A549 ARE-Fluc reporter, luciferase luminescence, 18-24 h | 2.1% of 360,000 active; further: potency means the concentration at half of the fitted maximal effect; on the % scale 0 is the no-effect control and ±100 the full control effect; nearly all actives have a fitted effect of over 60% in size
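Two sequential reads on A549 ARE_Fluc cells exposed to compound for 18-24 h: a CellTiter-Fluor fluorescence read for viability, then a luciferase luminescence read for Nrf2/ARE activity.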
pAkt inh: blocks phosphorylation of Akt; Neuro2A IGF-stimulated pAkt S473 HTRF, 20 min; stronger effect = lower value; 0.32% of 360,000 active; activity change, % for hits at 50 µM; in the data active means activity change below about -80%; inconclusive means mostly about -51% to -80%; further: on the % scale 0 is the no-effect control and ±100 the full control effect
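Single-point screen (50 µM final compound) in Neuro2A cells stimulated 20 min with 6 nM IGF at 37 deg C. After lysis, Ser473-phosphorylated Akt read by HTRF (ex 330 nm, em 615/665 nm) as the 665/615 ratio.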
EPAC2 ag: agonists of human EPAC2 (RAPGEF4); Q8WZA2; EPAC2 activation, biochemical qHTS; response scale: 100% = 6.5 mM cAMP response; Potency, µM (top dose mostly 154 µM), without a hit: at the top dose activation, hits mostly activators; 0.079% of 360,000 active; AID 720711; further: potency means the concentration at half of the fitted maximal effect; nearly all actives have a fitted effect of over 50% in size
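Each well held 100 nM EPAC2, 250 nM RAP1B-BODIPY-GDP and 50 uM GDP. Fluorescence, read at 5-min intervals to 30 min, was referenced to a 6.5 mM cAMP positive control.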
CCT modulator: cytosolic chaperonin activity modulation; purified chaperonin ATPase assay, HTRF ADP detection, 30 min; activity change, % (test concentration not listed), hits read low; 0.3% of 360,000 active; AID 651819; in the data active means activity change below about -30%; further: on the % scale 0 is the no-effect control and ±100 the full control effect
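First, chaperonin was dispensed at 40 nM or 20 nM final depending on batch activity. Next, compounds were pinned at 76 uM and ATP added at 10 uM. After 30 min at 37 °C, ADP detection reagents ran 30 min at ambient temperature.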
MmCpn inh: inhibitors of Methanococcus maripaludis chaperonin (MmCpn); purified Mm-Cpn ATPase, ADP Transcreener TR-FRET; 0.031% of 330,000 active; Potency, µM (titrated, usually from 76.9 µM), without a hit: at the highest dose activity, negative = inhibition, usual class: inhibitors; AID 504842; further: potency means the concentration at half of the fitted maximal effect; on the % scale 0 is the no-effect control and ±100 the full control effect; nearly all actives have a fitted effect of over 80% in size
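Eu-cryptate anti-ADP/ADP-d2 competition gives a ratio inversely related to ADP. Enzyme at 25 nM was pre-exposed to compound for 10 min, then given 10 uM ATP for 30 min, 37°C throughout.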
TGFb inhibitor: inhibitors of TGF-b signaling; HepG2 CAGA-GFP TGF-b/SMAD3 reporter, GFP fluorescence, 18 h; TGF-beta stimulated, 500 pg/mL final; Potency, µM (series often up to 46.1 µM), inactives show at the highest dose activity, negative = inhibition, usual class: inhibitors; 1.2% of 410,000 active; AID 588855; further: potency means the concentration at half of the fitted maximal effect; on the % scale 0 is the no-effect control and ±100 the full control effect; nearly all actives have a fitted effect of over 65% in size
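Inhibition was scored as loss of TGF-beta-induced (500 pg/mL final, 18 hours, 37 degrees C) GFP in HEPG2 cells carrying a CAGA-GFP reporter, in DMEM with 1% FBS. Well GFP was summed per cell; Activity was normalised to unstimulated and stimulated DMSO wells, then concentration-response fitting.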
Nrf2 ARE act: activates Nrf2 signaling; Potency, µM (titrated, usually from 46.1 µM), for the others: at the highest dose activation, actives largely listed as activators; 0.31% of 410,000 active; AREc32 ARE-luciferase reporter (MCF7-derived line), luminescence, 24 h; further: potency means the concentration at half of the fitted maximal effect; % of control where 0% means no effect; nearly all actives have a fitted effect of over 65% in size
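Cells of the AREc32 ARE-luciferase line are plated in OPTI-MEM containing 5% FBS and left overnight at 37 deg C. Compounds are pinned in, incubation continues 24 hr, and firefly luciferase signal is then measured.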
Numbers without * were called inactive; i = inactive; ? = inconclusive; / = no result given; [ ] = remark or other dose. Unless noted, the call rests on the fitted dose curve; in most records, active means well fitted curve in the direction sought with a large enough effect; inconclusive means small, poorly fitted or top-dose-only effect, or another doubt; inactive means no such curve, though single readings can be large; an effect the other way counts as inactive or inconclusive.

Sequence of screens – EPAC2 ag	MmCpn inh	A549 viability	CCT modulator	Nrf2 ARE act	TGFb inhibitor	pAkt inh	EPAC2 antag	Nrf2 block
1) COc1ccc(C(C(=O)NC2CCCCC2)N(C(=O)c2ccco2)c2ccc(-n3cnnn3)c(C)c2)cc1 (stereo not given)
→ -13%	/	-8%	1.0	-0.6%	-19%	i	1%	-8%
2) Cc1ccc(S(=O)(=O)NCc2cccnc2)cc1
→ -4%	-2%	-1%	-1.1	-0.1%	-4%	i	-3%	5%
3) CC(C)c1[nH]c(=O)c(C#N)c2c1CSC(C)(C)C2
→ 2%	1%	-2%	-0.3	0.5%	2%	i	10%	-7%
4) CCN(CC)c1ccc(/C=C2\CCC(/C=C(/C#N)C(=O)Nc3ccccc3F)=C2N2CCOCC2)cc1
→ 3%	/	-21%	-2.5	-0.7%	9%	i	-17%	-6%
5) COc1ccc(/C=C/c2c(-c3ccc(OC)cc3)oc(=O)c3cc(OC)c(OC)cc23)cc1
→ 0%	0%	0%	0.9	4.5%	6%	i	4%	-21%
6) COC(=O)[C@]1(Cc2ccccc2)N[C@H](CN(C)C(C)=O)[C@@H]2C(=O)N(Cc3ccccc3)C(=O)[C@@H]21
→ 7%	0%	3%	-1.0	0.7%	-1%	i	16%	7%
7) O=C(OCc1nc2ccc(Cl)cc2n1CCO)c1ccc2c(c1)OCO2
→ 10%	0%	2%	6.1	1.9%	0%	i	-14%	-4%
8) O=C(COc1ccc(/C=N/NC(=O)c2ccncc2)cc1)Nc1cccc([N+](=O)[O-])c1
→ 12%	2%	3%	-0.3	14%	?	i	-2%	-19%
9) O=C1C2CCCCC2C(=O)N1Cc1ccccc1 (stereo not given)
→ 5%	2%	0%	1.2	0.3%	-10%	i	8%	19%
10) Cc1cccc(N2C(=O)CSC23C(=O)N(C)c2ccccc23)c1 (stereo not given)
→ /	/	0%	/	-0.8%	9%	/	/	-13%
11) O/N=C/c1cc(Br)cc(Br)c1OCc1ccccc1
→ 14%	1%	-13%	-0.9	-0.3%	-26%	i	-8%	?
12) O=C(Nc1nnc(-c2ccccc2F)s1)C1CCN(S(=O)(=O)c2ccc(Cl)cc2)CC1
→ 5%	0%	-1%	-13	6.2%	?	i	-3%	-2%
13) CCC(C)NCCOCCOc1ccc(C)cc1OC (stereo not given)
→ 7%	0%	0%	1.5	-0.5%	9%	i	7%	13%
14) COc1ccc(OC)c(Nc2cc(C(=O)NCCCN3CCOCC3)c3ccccc3n2)c1
→ -13%	-5%	10%	-0.1	-0.5%	0%	i	-2%	9%
15) CCc1ccc(N=c2c([N+](=O)[O-])nn(-c3ccccc3)n2O)cc1
→ 8%	0%	-18%	-1.2	16%	-8%	i	-2%	-14%
16) C/C(CCCO)=N/Nc1ccc([N+](=O)[O-])cc1[N+](=O)[O-]
→ -3%	1%	-20%	-0.2	4.1%	-1%	i	-6%	-25%
17) O=C(COC(=O)C1CCN(c2ccc(C(F)(F)F)cn2)CC1)NCCc1ccccc1
→ 0%	1%	-3%	1.8	-0.5%	0%	i	-14%	-11%
18) COC(=O)COc1cccc(NC(=O)c2ccc(Cl)cc2)c1
→ 5%	3%	-3%	1.1	-0.7%	-28%	i	-1%	-5%
19) Cc1ccc(OCC(=O)NS(=O)(=O)c2ccccc2)cc1
→ 4%	0%	3%	0.8	0.2%	11%	i	-7%	-2%
20) COc1ccccc1CN(C)CC(=O)Nc1ccc(Cl)cc1F
→ 13%	-2%	13%	-2.1	3.7%	?	i	?	?
21) Cc1ccc(C)c(-n2c(-c3ccncc3)n[nH]c2=S)c1
→ 14%	0%	3%	-0.8	-0.1%	-11%	i	7%	3%
22) CC(=O)c1nnn(-c2cccc(C#N)c2)c1C
→ 6%	0%	-1%	0.6	-0.2%	20%	i	-1%	2%
23) O=C(COc1ccccc1)Nc1nnc(-c2ccccc2Cl)o1
→ 10%	/	3%	0.3	-1.1%	-2%	i	0%	-21%
24) O=C(NCCc1ccc(F)cc1)N1CCOCC1
→ 4%	1%	-2%	0.9	0.1%	5%	i	5%	5%
25) O=C1Nc2ccccc2NC(c2ccc3c(c2)OCO3)=C1N(Cc1ccc(F)cc1)C(=O)c1ccco1
→ 17%	/	/	0.8	6.3%	/	i	-6%	/
26) Brc1ccc(CSc2ccc3nnc(-c4cccnc4)n3n2)cc1
→ -6%	-4%	-1%	1.6	9.4%	7%	i	-7%	?
27) COc1cc(NC(=O)C2CCCN2C(=O)OCc2ccccc2)cc(OC)c1 (stereo not given)
→ 3%	1%	-1%	-1.3	-0.2%	-2%	i	-16%	-18%
28) CC(=O)Nc1ccc(-c2csc(NC(=O)CN3C(=O)NC4(CCCC4)C3=O)n2)cc1
→ -2%	-3%	-6%	1.9	-0.6%	6%	i	10%	-3%
29) COc1ccc(NC(=O)COC(=O)CN2C(=O)C3CCCCC3C2=O)cc1 (stereo not given)
→ -2%	/	/	-2.3	-1.6%	-7%	i	16%	/
30) CCOc1ccc(S(=O)(=O)N2CCCCC2)cc1NC(=O)C1COc2ccccc2O1 (stereo not given)
→ 8%	1%	12%	-1.3	0.5%	-3%	i	-3%	?
31) Cc1onc(-c2ccccc2)c1C(=O)OCC(=O)Nc1ccc(C#N)cc1
→ 1%	2%	-19%	-3.5	0.7%	?	i	-11%	?
32) CC(=O)OCC1=C(C(=O)O)N2C(=O)C(NC(=O)Cn3nc(C(F)F)c(Cl)c3C)C2SC1 (stereo not given)
→ 6%	0%	-7%	1.3	2.9%	5%	i	30%	14%
33) O=C(NCc1ccccc1)C1(CC2CC(c3ccccc3)=NO2)CCNCC1 (stereo not given)
→ 11%	1%	-4%	0.0	9.7%	?	i	6%	27%
34) COc1ccc(N2CCN(C(=O)c3ccc4c(c3)OCO4)CC2)cc1
→ 13%	1%	4%	1.2	0.3%	-4%	i	10%	17%
35) CCOc1ccc(-c2nc(SCC(=O)Nc3ccc4c(c3)OCCO4)c(-c3ccc(F)cc3)[nH]2)cc1
→ /	/	-9%	/	4.3%	?	/	/	-2%
36) COc1ccc(OC)c(NC(=O)CSc2ccc3nnc(-c4cccnc4)n3n2)c1
→ 13%	-2%	2%	0.5	0.1%	4%	i	-6%	2%
37) COc1ccc(CSCCc2n[nH]c(=S)n2-c2ccccc2)cc1
→ 2%	-3%	-4%	-2.7	2.6%	1%	i	-12%	1%
38) O=c1c(C=Nc2cccc(C(F)(F)F)c2)c[nH]n1-c1cccc(Cl)n1
→ -5%	1%	-8%	2.4	-0.8%	12%	i	13%	14%
39) Oc1ccc(/C=N/n2c(-c3ccco3)csc2=Nc2cccnc2)c(O)c1
→ -9%	1%	-27%	-0.2	0.2%	?	i	6%	?
40) COc1ccccc1NC(=O)c1cn(-c2ccccc2)nc1-c1ccccc1
→ /	/	-5%	/	0.2%	-28%	/	/	6%
41) Cc1ccc(CNC(=O)c2cc3c(=O)n4cccc(C)c4nc3s2)cc1
→ /	/	2%	/	0.0%	-30%	/	/	10%
42) Cc1cccnc1NC(=O)c1ccc(NS(=O)(=O)c2ccc3[nH]c(=O)[nH]c3c2)cc1
→ 5%	-8%	0%	-1.8	-0.7%	0%	i	0%	-4%
43) CCOP(=O)(c1c(F)c(F)c(F)c(F)c1F)C(O)c1ccccc1 (stereo not given)
→ 6%	0%	-4%	-13	3.5%	5%	-116%*	15%	/
44) CCOCCCNS(=O)(=O)c1ccc(NC(=O)c2ccccc2)cc1
→ -4%	-8%	-13%	0.3	2.6%	4%	i	7%	?
45) CCc1c(C(=O)N/N=C/c2ccc(OCc3ccc(F)cc3)c(OC)c2)nnn1-c1nonc1N
→ 3%	3%	2%	1.8	-0.8%	-4%	i	?	2%
46) Cc1ccccc1-c1noc(-c2ccc(N3CCC(C)CC3)c([N+](=O)[O-])c2)n1
→ /	/	-1%	/	0.2%	-19%	/	/	-16%
47) Cn1c(C(=O)N2CCC(C(N)=O)CC2)cc2c(=O)n(C)c3ccccc3c21
→ 10%	1%	3%	-2.4	1.9%	-16%	i	-7%	-12%
48) CCOc1ccc(-c2cccc(NC(=O)c3ccco3)c2)nn1
→ -7%	-2%	-1%	1.9	4.1%	-15%	i	11%	14%
49) O=C(CSc1ncnc2c1oc1ccccc12)NC1CCCC1
→ 7%	-25%	6%	-0.5	0.2%	-20%	i	-5%	3%
50) O=c1[nH]c(CSc2ncnc3sc(-c4ccccc4)cc23)nc2ccccc12
→ -3%	-27%	-3%	-1.8	2.8%	7%	i	2%	10%

Continued, starting with the last 3 of the part before.
Sequence of screens – EPAC2 ag	MmCpn inh	A549 viability	CCT modulator	Nrf2 ARE act	TGFb inhibitor	pAkt inh	EPAC2 antag	Nrf2 block
48) CCOc1ccc(-c2cccc(NC(=O)c3ccco3)c2)nn1
→ -7%	-2%	-1%	1.9	4.1%	-15%	i	11%	14%
49) O=C(CSc1ncnc2c1oc1ccccc12)NC1CCCC1
→ 7%	-25%	6%	-0.5	0.2%	-20%	i	-5%	3%
50) O=c1[nH]c(CSc2ncnc3sc(-c4ccccc4)cc23)nc2ccccc12
→ -3%	-27%	-3%	-1.8	2.8%	7%	i	2%	10%
51) O=C(COC(=O)c1cc(=O)[nH]c2ccccc12)NC1CCCCCCC1
→ -2%	-1%	-4%	1.3	2.1%	11%	i	5%	16%
52) CCOC(=O)c1c(NC(=O)c2cc(-c3ccc(Br)cc3)on2)sc(C(C)=O)c1C
→ /	/	?	/	-0.1%	1%	/	/	4%
53) COCCn1c(SCC(=O)NCC(c2ccccc2)N(C)C)nc2sc3c(c2c1=O)CCC3 (stereo not given)
→ 3%	/	1%	2.6	-0.1%	8%	i	14%	5%
54) CCCNC(=O)C1(C)CCN(Cc2ccc3ccccc3c2Br)C1 (stereo not given)
→ 13%	/	/	-2.5	-0.4%[9.22 µM]	-9%	i	-13%	/
55) COc1ccc(CNC(=O)c2[nH]c(C(F)(F)F)nc2-c2ccccc2)cc1
→ ?	/	/	-0.4	-0.7%	6%	i	-3%	/

Bioassay records as filed in PubChem BioAssay.

Not all compounds are listed; the hit share may differ from the screen's.
